# HP1b chromo inh = HTS for Inhibitors of HP1-beta Chromodomain Interactions with Methylated Histone Tails | Potency, µM (titrated, usually from 114 µM), inactives show top-dose activity change, negative = inhibition, actives largely listed as inhibitors | Chromobox protein homolog 1 (Homo sapiens), P83916 | hit rate 0.56% among 390,000 | AlphaScreen HP1-beta / biotin-H3K9me3 peptide binding; also: potency is read from the fitted curve at half-maximal effect; nearly all actives have a fitted effect of over 70% in size; inactives centre near 23
# Target sequence (P83916 whole entry, looked up): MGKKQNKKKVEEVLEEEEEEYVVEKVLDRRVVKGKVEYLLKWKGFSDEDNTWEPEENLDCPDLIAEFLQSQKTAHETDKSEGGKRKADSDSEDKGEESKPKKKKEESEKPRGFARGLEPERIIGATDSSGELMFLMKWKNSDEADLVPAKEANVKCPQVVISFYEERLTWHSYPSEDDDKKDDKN
#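 HP1-beta protein (50 nM final) preincubated 30 min at room temperature with biotinylated H3(1-18)K9me3 peptide (50 nM) in PBS pH 7.4, 0.01% Tween-20, then compound added for 30 min. AlphaScreen streptavidin donor/nickel chelate acceptor beads (10 ug/mL final), 30 min dark, luminescence read.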
# G9a inh = qHTS Assay for Inhibitors of Histone Lysine Methyltransferase G9a. hit rate 8.8% among 350,000. AID 504332, 2011. Potency, µM (titrated, usually from 102 µM), for inactives: top-dose activity, negative = inhibition, usual class: inhibitors. G9a H3K9 monomethylation, AlphaScreen, 2 h. Histone-lysine N-methyltransferase EHMT2 (Homo sapiens), Q96KQ7; also: potency is read from the fitted curve at half-maximal effect; % is scaled to controls: 0 for no effect and ±100 for the full control effect; nearly all actives have a fitted effect of over 75% in size
# Target sequence (Q96KQ7 913-1193 limits assumed): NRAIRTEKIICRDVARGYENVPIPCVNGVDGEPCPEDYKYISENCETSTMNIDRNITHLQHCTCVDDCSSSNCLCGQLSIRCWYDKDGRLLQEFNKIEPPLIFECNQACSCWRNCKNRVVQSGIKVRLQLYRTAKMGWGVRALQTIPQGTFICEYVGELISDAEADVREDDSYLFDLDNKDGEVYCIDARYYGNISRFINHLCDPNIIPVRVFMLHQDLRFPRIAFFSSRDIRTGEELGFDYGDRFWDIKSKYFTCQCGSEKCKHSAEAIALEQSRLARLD
#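 Methyltransferase reactions run at room temperature for 2 h (20 nM enzyme, 500 nM biotin-H3K9 peptide, 20 uM SAM) after a 15 min compound preincubation; product detected by AlphaScreen beads and anti-H3K9me1 antibody.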
# PGK inhibitor = qHTS Assay to Find Inhibitors of Phosphoglycerate Kinase | Phosphoglycerate kinase, glycosomal (Trypanosoma brucei brucei), P07378 | PGK/GAPDH coupled, Kinase-Glo luminescence, 60 min | Potency, µM (titrated, usually from 57.5 µM), inactives show top-dose activity change, negative = inhibition, most hits filed as inhibitors | hit rate 0.043% among 380,000 | AID 602233, 2012; also: potency is read from the fitted curve at half-maximal effect; % is scaled to controls: 0 for no effect and ±100 for the full control effect; nearly all actives have a fitted effect of over 60% in size
#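 Recombinant glycosomal PGK reaction used 1,3-bisphosphoglycerate generated in-well by GAPDH (100nM final) in 100mM TEA pH 7.6, 5mM MgCl2, 0.01% Tween-20. After 60 minutes at room temperature, ATP was read by Kinase-Glo Plus luminescence end-point.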
# BAZ2B inh = qHTS Assay for Inhibitors of BAZ2B; AlphaScreen BAZ2B-H3K14Ac peptide displacement; hit rate 4.4% among 360,000; Potency, µM (highest dose often 114 µM), inactives show at the top dose activity change, negative = inhibition, usual class: inhibitors; AID 504333, 2011; also: potency is read from the fitted curve at half-maximal effect; % is scaled to controls: 0 for no effect and ±100 for the full control effect; nearly all actives have a fitted effect of over 60% in size
#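 Compounds, titrated to a top concentration of 110 uM, were incubated 30 min at room temperature with preformed BAZ2B/acetyl-K14 H3 peptide complex (50 nM each). Proximity signal was measured by AlphaScreen after 20 min with beads.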
# POLH inh = qHTS for Inhibitors of Polymerase Eta | hit rate 1.2% among 390,000 | recombinant Pol eta, fluorescent DNA replication assay | Potency, µM (highest dose often 114 µM), for the others: top-dose activity change, negative = inhibition, hits mostly inhibitors | DNA polymerase eta (Homo sapiens), Q9Y253; also: potency is read from the fitted curve at half-maximal effect; % is scaled to controls: 0 for no effect and ±100 for the full control effect
#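 Pol eta (10 nM) was preincubated with compounds for 15 min at room temperature, after which fluorescent replication substrate (50 nM final) was added to start the reaction. Fluorescence was read kinetically at 0 and 10 min.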
# Pin1 inhibitor = qHTS Assay to Find Inhibitors of Pin1; Peptidyl-prolyl cis-trans isomerase NIMA-interacting 1 (Homo sapiens), Q13526; Pin1 FP peptide displacement, HiFluor488, 10 min; Potency, µM (series often up to 115 µM), for inactives: top-dose activity, negative = inhibition, usual class: inhibitors; hit rate 0.009% among 390,000; AID 504891, 2011; active = well fitted inhibition curve with a large enough effect in the polarisation, with a control signal flat, not every such curve was filed as active; inconclusive = small, poorly fitted or top-dose-only effect, or effect the other way, or a change in a side signal; inactive = no such curve, though single readings can be large or run the other way; the % refers to the polarisation; also: potency is read from the fitted curve at half-maximal effect; % is scaled to controls: 0 for no effect and ±100 for the full control effect
# PI4K2A block = qHTS for small molecular inhibitors of PI4K2A; activity change, negative = inhibition, % at 76.9 µM; Phosphatidylinositol 4-kinase type 2-alpha (Homo sapiens), Q9BTU6; hit rate 0.13% among 420,000; purified PI4K2A, ADP-Glo luminescence, 1 h; hits give low values; in the data active = activity change below about -50%; inconclusive = mostly about -30% to -49%;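 also: -100% = wells without enzyme as full effect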
# Target sequence (Q9BTU6 whole entry, looked up): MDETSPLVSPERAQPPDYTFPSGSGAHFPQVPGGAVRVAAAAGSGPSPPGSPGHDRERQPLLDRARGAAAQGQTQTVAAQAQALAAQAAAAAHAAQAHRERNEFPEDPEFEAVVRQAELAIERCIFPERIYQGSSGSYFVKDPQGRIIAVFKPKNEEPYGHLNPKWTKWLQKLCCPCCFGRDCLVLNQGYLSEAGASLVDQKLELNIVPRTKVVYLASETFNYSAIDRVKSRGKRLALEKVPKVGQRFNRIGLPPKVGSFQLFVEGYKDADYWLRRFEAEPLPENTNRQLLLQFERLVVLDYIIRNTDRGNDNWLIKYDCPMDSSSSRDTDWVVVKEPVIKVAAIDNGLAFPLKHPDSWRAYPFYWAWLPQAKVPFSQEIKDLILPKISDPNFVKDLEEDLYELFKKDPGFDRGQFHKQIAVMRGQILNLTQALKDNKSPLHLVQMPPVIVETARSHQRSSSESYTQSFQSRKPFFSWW
#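 PI4K2A activity was measured by ADP-Glo luminescence: enzyme (4 ug/mL stock) and phosphatidylinositol (1.2 mM stock) in Tris pH 7.5/MgCl2/EGTA/Triton X-100 buffer were reacted with ATP (300 microM stock) for one hour at ambient temperature.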
# JMJD2A Tudor = qHTS Assay for Inhibitors of JMJD2A-Tudor Domain; AID 504339, 2011; hit rate 4.4% among 390,000; Potency, µM (titrated, usually from 114 µM), for the others: at the highest dose activity change, negative = inhibition, usual class: inhibitors; Lysine-specific demethylase 4A (Homo sapiens), O75164; AlphaScreen JMJD2A-Tudor / H3K4me3 peptide binding; also: potency is read from the fitted curve at half-maximal effect; % is scaled to controls: 0 for no effect and ±100 for the full control effect; nearly all actives have a fitted effect of over 50% in size
# GLS inh = qHTS for Inhibitors of Glutaminase (GLS); GLS enzymatic activity, qHTS titration; hit rate 0.21% among 410,000; Potency, µM (top dose mostly 45.5 µM), inactives show top-dose activity change, negative = inhibition, hits mostly inhibitors; Glutaminase kidney isoform, mitochondrial (Homo sapiens), O94925; AID 624170, 2012; also: potency is read from the fitted curve at half-maximal effect; % is scaled to controls: 0 for no effect and ±100 for the full control effect
#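 Two-point fluorescence kinetic (t0, 30 min RT) for hKGA; glutamate detected via glutamate oxidase–HRP–Amplex Red. Substrate: 1 mM L-glutamine solution; buffer 45 mM KH2PO4, pH 8.2.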
# Numbers without * were called inactive; i = inactive; ? = inconclusive; . = no result given; & = joins results of further samples; [ ] = remark or other dose. Unless noted, calls follow the shape of the dose curve; as a rule, active = well fitted curve in the direction sought with a large enough effect; inconclusive = small, poorly fitted or top-dose-only effect, or another doubt; inactive = no such curve, though single readings can be large; an effect the other way counts as inactive or inconclusive. Some of the compounds tested (hit frequency here may not be typical).
G9a inh	POLH inh	PI4K2A block	PGK inhibitor	GLS inh	Pin1 inhibitor	BAZ2B inh	HP1b chromo inh	JMJD2A Tudor	compound
-4%[59 µM]	.	0	.	-10%	5%	7%	25%	-2%	COc1cccc(CNC(=O)CCc2nnc3n(C)c(=O)c4sccc4n23)c1
?	-20%	8	-11%	-5%	-1%	-36%[57.1 µM]	10%	32µM*	CN(Cc1ccco1)S(=O)(=O)c1ccc(CN2C(=O)c3cccnc3C2=O)s1
-37%[59 µM]	-9%	-2	-3%	12%	4%	-37%	21%	?	CCOc1ccccc1N1CC(c2nc3ccccc3n2CCCCOc2cc(C)ccc2C)CC1=O (stereo not drawn)
-35%[59 µM]	-9%	5	-7%	5%	-1%	-34%	30%	-12%	CN(C(=S)Oc1ccc(C(=O)Nc2ccccc2)cc1)c1ccccc1
-4%[59 µM]	4%	7	-5%	-16%	-4%	-2%	19%	-4%	COC(=O)Nc1ccc(S(=O)(=O)Nc2ccccc2F)cc1
0%[59 µM]	-11%	-4	-5%	0%	-1%	11%	87%[activator]	19%	COC(=O)c1cc(-c2ccc(S(=O)(=O)N3CCCC(C)C3)cc2)c(C(F)(F)F)s1 (stereo not drawn)
.	1%	-3	i	3%	1%	-9%	17%	-12%	COc1ccc(S(=O)(=O)NCC2CCCN(C(=O)C3CCCC3)C2)cc1 (stereo not drawn)
.	1%	-2	i	-11%	.	.	.	.	C[C@H](CO)N1C[C@H](C)[C@@H](CN(C)Cc2cccnc2)OCc2cnnn2CCCC1=O
?	-31%	-1	-3%	0%	-4%	?	30%	6%	CCOC(=O)C1(Cc2ccccc2)CCN(CC2CC=CCC2)CC1 (stereo not drawn)
.	6%	1	-9%	12%	3%	2%	27%	-3%	Cc1cc(=O)oc2c(C)c3occc3cc12
0%[59 µM]	-1%	0	-9%	2%	4%	-16%	35%	-27%	CCOc1ccc(CCNC(=O)C2CCCN(c3nnc(C)c4c(C)n(-c5ccccc5)nc34)C2)cc1 (stereo not drawn)
-4%[59 µM]	-10%	6	i	-8%	-20%	16%	57%[activator]	-1%	Cc1ccc2c(CC(=O)NCc3cccs3)coc2c1
.	-10%	5	-2%	-4%	-3%	.	30%	?	CC(C)C[C@@H]1CN=C(N)N1C[C@@H]1CCCN1C[C@H](C)N1C[C@@H](Cc2ccccc2)N(CCCC2CCCC2)C1=N
-20%[0.501 µM]	4%	0	4%	-2%	0%	9%	12%	-11%	Cc1cc2c(cc1S(=O)(=O)NCCc1ccccc1)NC(=O)CO2
50µM*	4%	-6	-5%[11.5 µM]	8%	1%	5%	-1%	-15%	CCN(CCO)Cc1cc(=O)oc2c(C)c(C)ccc12

# Continuation.
G9a inh	POLH inh	PI4K2A block	PGK inhibitor	GLS inh	Pin1 inhibitor	BAZ2B inh	HP1b chromo inh	JMJD2A Tudor	compound
2%[59 µM]	10%	4	-1%	2%	1%	1%	70%[activator]	-17%	CCC(C)NS(=O)(=O)c1ccc(OC)c(Cl)c1Cl (stereo not drawn)
?	-10%	1	-4%	-8%	-2%	1%	25%	-22%	CCN1CCN(C(C)CCc2ccccc2)CC1 (stereo not drawn)
4%	7%	-4	4%	8%	4%	-5%	13%	-30%	CCCCCCCCC(=O)N/N=C/c1ccccn1
24%[59 µM]	-3%	3	-2%	2%	-2%	-2%	11%	-12%	CCOC(=O)C1(CCCc2ccccc2)CCN(C(=O)Cn2nc(C)nc2C)CC1
30%	-12%	3	-4%	0%	1%	-27%	2%	-4%[57.1 µM]	Cc1nc(NC(=O)/C=C/c2ccccc2)sc1C(=O)NCCO
.	0%	2	3%	5%	0%	.	26%	-10%	C[C@H](CO)N1C[C@H](C)[C@@H](CN(C)C(=O)NC2CCCCC2)Oc2c(NC(=O)C3CC3)cccc2C1=O
6%	-10%	7	-4%	2%	1%	4%	27%	-14%	Cc1ccc(C(=O)NC(O)C(Cl)Cl)cc1 (stereo not drawn)
-1%[59 µM]	-4%	1	-1%	-3%	-4%	20%	101%[activator]	8%[57.1 µM]	Cc1ccc(S(=O)(=O)N2c3ccccc3OCC2C(C)(C)C)cc1 (stereo not drawn)
-3%[12.7 µM]	1%	6	0%	27%	1%	-39%	-4%	?	O=C(COc1ccc2ccccc2c1)N1CCN(c2ccccc2O)CC1
?	?	-3	i	9%	44%[activator]	22µM*	?	?	COc1cc(/C=C2\SC(=S)N(Nc3ccccc3)C2=O)cc(OC)c1OC
-4%[12.7 µM]	11%	2	-5%	4%	29%	11%	29%	8%	O=c1c2ccccc2nnn1CSc1nnc(-c2ccco2)o1
?	2%	3	-2%	6%	-6%	8%	47%	-5%	COCCOC(=O)C1=C(C)OC(N)=C(C#N)C1c1ccco1 (stereo not drawn)
-37%	-9%	-3	i	-1%	22%	-10%	13%	-28%	CCC(CC)C(=O)Nc1cccc(C(=O)Nc2ccc(S(=O)(=O)Nc3ccc(C)cc3)cc2)c1
21%	-14%	2	-7%	-8%	-2%	-1%	44%[activator]	1%	O=C(COC(=O)/C=C/c1cccs1)Nc1ccccc1Cl
?	-6%	0	-8%	0%	10%	3%	-13%	?	COc1cc(/C=N/Nc2nc(=O)[nH]nc2C)cc(OC)c1O

# Next section:
G9a inh	POLH inh	PI4K2A block	PGK inhibitor	GLS inh	Pin1 inhibitor	BAZ2B inh	HP1b chromo inh	JMJD2A Tudor	compound
-6%[59 µM]	-22%	5	2%	0%	-4%	21%	36%	13%	c1ccc(OCCSc2nc3ccccc3[nH]2)cc1
14%	-2%&-5%	1&-2	-1%&-4%	10%&29%	-17%&-2%	50µM*	-4%&18%	-12%&-8%	CC(=O)Nc1ccc(S(=O)(=O)Nc2ccc3c(c2)n(C)c(=O)n3C)c(C)c1
.	-4%	-1	-7%	2%	-2%	.	28%	-17%	C=C(CC[C@@H](O)C(C)(C)O)[C@H]1CC[C@]2(C)[C@@H]1CCC1[C@@]3(C)CC[C@H](O)C(C)(C)C3CC[C@]12C (stereo partly drawn)
.	-1%	4	8%	-1%	-1%	-4%	55%[activator]	-2%	COCCNS(=O)(=O)c1ccc(OCC(=O)N2CCc3ccccc3C2)c(Cl)c1
.	-5%	2	-6%	-1%	0%	.	50%[activator]	9%	CC(C)NC(=O)N(C)C[C@H]1Oc2c(NS(=O)(=O)c3ccc(F)cc3)cccc2C(=O)N([C@H](C)CO)C[C@@H]1C
.	-21%	2	13%	0%	5%	-28%	47%[activator]	-5%	COc1cc2c(cc1OC)C(c1cc([N+](=O)[O-])ccc1O)NCC2 (stereo not drawn)
-8%	-2%	2	.	19%	6%	3%	25%	-16%	O=C(CNS(=O)(=O)c1ccc([N+](=O)[O-])cc1)N/N=C\c1ccc(O)cc1
20%[59 µM]	-22%	0	1%	-4%	-7%	12%	51%[activator]	1%	CC(C)N(C(=O)COC(=O)[C@@H]1CC(O)CN1S(=O)(=O)c1ccccc1[N+](=O)[O-])C(C)C (stereo partly drawn)
-34%	-24%	-2	-3%	4%	-1%	2%	32%[activator]	6%	CCC(C)N(C(=O)CSc1nnc2ccccn12)C1CCS(=O)(=O)C1 (stereo not drawn)
.	-16%	4	3%	-5%	1%	.	52%[activator]	-8%	CCOC(=O)C(C)N1CC(=O)N(c2ccccc2)C1=O (stereo not drawn)
-6%[12.7 µM]	-22%	-7	-6%	-20%	-1%	1%	29%	14%[11.4 µM]	Cc1nc(CN2CCN(C(=O)NC3(c4ccccc4)CC3)CC2)cs1
-16%[59 µM]	-5%	3	i	27%	-6%	-26%	5%	-25%	COc1ccc(C2Nc3ccccc3C(=O)N2O)cc1CN1CCOCC1 (stereo not drawn)

# Seven neighbouring records already listed, for reference:
G9a inh	POLH inh	PI4K2A block	PGK inhibitor	GLS inh	Pin1 inhibitor	BAZ2B inh	HP1b chromo inh	JMJD2A Tudor	compound
.	1%	-2	i	-11%	.	.	.	.	C[C@H](CO)N1C[C@H](C)[C@@H](CN(C)Cc2cccnc2)OCc2cnnn2CCCC1=O
?	-31%	-1	-3%	0%	-4%	?	30%	6%	CCOC(=O)C1(Cc2ccccc2)CCN(CC2CC=CCC2)CC1 (stereo not drawn)
.	6%	1	-9%	12%	3%	2%	27%	-3%	Cc1cc(=O)oc2c(C)c3occc3cc12
0%[59 µM]	-1%	0	-9%	2%	4%	-16%	35%	-27%	CCOc1ccc(CCNC(=O)C2CCCN(c3nnc(C)c4c(C)n(-c5ccccc5)nc34)C2)cc1 (stereo not drawn)
-4%[59 µM]	-10%	6	i	-8%	-20%	16%	57%[activator]	-1%	Cc1ccc2c(CC(=O)NCc3cccs3)coc2c1
.	-10%	5	-2%	-4%	-3%	.	30%	?	CC(C)C[C@@H]1CN=C(N)N1C[C@@H]1CCCN1C[C@H](C)N1C[C@@H](Cc2ccccc2)N(CCCC2CCCC2)C1=N
-20%[0.501 µM]	4%	0	4%	-2%	0%	9%	12%	-11%	Cc1cc2c(cc1S(=O)(=O)NCCc1ccccc1)NC(=O)CO2

# Bioassay records as filed in PubChem BioAssay.
